Screens: PubChem, National Center for Advancing Translational Sciences (NCATS)
GLP-1R inv ag – GLP-1 receptor (human) inverse agonism. P43220. HEK293 GLP-1R CRE-luciferase, luminescence, 24 h; GLP-1R form is constitutively active. Potency, µM (series often up to 38.3 µM), for the others: at the highest dose activity change, negative = inhibition, usual class: inhibitors. 410,000 tested, 1.6% active; further: potency means the concentration at half of the fitted maximal effect; on the % scale 0 is the no-effect control and ±100 the full control effect; nearly all actives have a fitted effect of over 55% in size
Target sequence (P43220 whole entry, looked up): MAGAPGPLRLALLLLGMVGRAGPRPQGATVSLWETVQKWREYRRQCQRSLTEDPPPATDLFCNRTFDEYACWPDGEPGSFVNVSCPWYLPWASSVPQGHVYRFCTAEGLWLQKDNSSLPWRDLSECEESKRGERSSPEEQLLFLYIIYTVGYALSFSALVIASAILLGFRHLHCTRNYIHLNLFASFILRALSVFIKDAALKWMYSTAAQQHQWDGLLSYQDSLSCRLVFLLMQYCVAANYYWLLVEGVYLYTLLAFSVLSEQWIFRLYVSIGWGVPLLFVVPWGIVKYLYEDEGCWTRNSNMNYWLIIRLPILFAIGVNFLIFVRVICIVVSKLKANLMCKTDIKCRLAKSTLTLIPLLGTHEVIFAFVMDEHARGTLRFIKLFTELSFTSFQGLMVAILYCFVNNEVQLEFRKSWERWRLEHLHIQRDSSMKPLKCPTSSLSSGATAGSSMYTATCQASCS
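Using stably transfected HEK293 (constitutively active GLP-1R, cAMP-luciferase reporter), compounds were incubated 24 hr and luciferase measured by luminescence.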
PTHR1 agonist – agonists of human PTHR1 parathyroid hormone receptor; Q03431; HEK293 GP2 PTHR1 cells, GloSensor cAMP luminescence, 1 h; Potency, µM (highest dose often 115 µM), for the others: at the highest dose activation, hits mostly activators; 410,000 tested, 0.075% active; further: potency means the concentration at half of the fitted maximal effect; nearly all actives have a fitted effect of over 55% in size; some results filed as inactive show a strong effect at the top dose; inactives centre near -15; many of its hits are not listed in these tables
Target sequence (Q03431 whole entry, looked up): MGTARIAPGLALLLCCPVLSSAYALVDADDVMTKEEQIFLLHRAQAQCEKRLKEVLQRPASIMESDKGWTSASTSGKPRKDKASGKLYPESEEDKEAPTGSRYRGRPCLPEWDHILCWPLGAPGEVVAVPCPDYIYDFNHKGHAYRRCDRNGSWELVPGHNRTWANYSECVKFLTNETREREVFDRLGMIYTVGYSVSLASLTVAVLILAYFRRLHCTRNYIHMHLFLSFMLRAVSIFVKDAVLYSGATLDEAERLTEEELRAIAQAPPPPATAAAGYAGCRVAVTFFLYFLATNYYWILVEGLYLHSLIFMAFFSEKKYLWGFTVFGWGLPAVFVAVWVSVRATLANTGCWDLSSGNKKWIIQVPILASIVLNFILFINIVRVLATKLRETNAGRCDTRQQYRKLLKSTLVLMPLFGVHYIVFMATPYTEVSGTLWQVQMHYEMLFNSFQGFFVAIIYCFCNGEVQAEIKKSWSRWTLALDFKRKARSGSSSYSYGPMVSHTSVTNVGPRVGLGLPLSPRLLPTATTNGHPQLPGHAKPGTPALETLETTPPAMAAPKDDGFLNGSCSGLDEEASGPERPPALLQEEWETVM
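HEK-293-derived GP2 cells expressing PTHR1 and a GloSensor cAMP reporter, 3,000/well, plated overnight, given luciferin plus IBMX (each 0.5 mM as added) for 1 h at 37 °C, then compound for 1 h at 37 °C. Luminescence was read after 15 min at room temperature.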
HEK293 tox – cytotoxic in the GLP-1 receptor inverse agonist counter-screen; HEK293 cAMP-luciferase reporter cells, luminescence, 24 h; AID 624418; 410,000 tested, 0.13% active; Potency, µM (series often up to 38.3 µM), without a hit: top-dose activity change, negative = inhibition, actives largely listed as inhibitors;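 further: loss of luciferase light is scored as toxicity; potency means the concentration at half of the fitted maximal effect; on the % scale 0 is the no-effect control and ±100 the full control effect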
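Cells in DMEM/10% Nu serum/1% pen-strep, 1536-well format. Pre-incubated 12 h, dosed with 23 nL compound, incubated a further 24 h. Luciferase detection, 12 min at room temp, luminescence.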
aSyn rescue – inhibitors of alpha-synuclein toxicity in yeast; Yeast expressing alpha-synuclein, growth rescue, BacTiter-Glo, 24 h; AID 652106; Potency, µM (highest dose often 46.1 µM), for the others: top-dose growth rescue (activation), actives largely listed as activators; 370,000 tested, 0.14% active; further: potency means the concentration at half of the fitted maximal effect; % of control where 0% means no effect; nearly all actives have a fitted effect of over 65% in size
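Rescue of yeast growth: cells expressing toxic alpha-synuclein, induced in galactose at OD600 0.02, incubated with compound 24 h at 30 C. ATP luminescence quantified growth; inhibitors of toxicity appear as activators.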
Abeta yeast res – compounds reversing amyloid beta toxicity in yeast; yeast expressing A-beta42, growth rescue, OD600, 48 h; response scale: 0% DMSO, 100% iron-clioquinol control; Potency, µM (top dose mostly 46.1 µM), for the others: at the highest dose growth rescue, hits mostly activators; 410,000 tested, 0.063% active; AID 1347071; further: potency means the concentration at half of the fitted maximal effect; nearly all actives have a fitted effect of over 55% in size
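Yeast A-beta toxicity model in growth medium with pinned compounds, 48 h at 30 C; growth read as absorbance at 600 nm. Normalized to FeCl3/clioquinol equimolar mix (positive) and DMSO (negative).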
Mm-Cpn inhibitor – inhibitors of Methanococcus maripaludis chaperonin (MmCpn). purified Mm-Cpn ATPase, ADP Transcreener TR-FRET. Potency, µM (titrated, usually from 76.9 µM), for inactives: at the top dose activity, negative = inhibition, actives largely listed as inhibitors. 330,000 tested, 0.031% active; further: potency means the concentration at half of the fitted maximal effect; on the % scale 0 is the no-effect control and ±100 the full control effect; nearly all actives have a fitted effect of over 80% in size
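ATP (10 uM final) was added to archaeal chaperonin (25 nM final) after 10 min exposure to test compound at 37°C; after 30 min further incubation, ADP was detected by competitive TR-FRET.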
FUS yeast rescue – rescues growth of FUS-expressing yeast. S. cerevisiae FUS-expressing, growth rescue, OD600, 24 h. AID 1347120. Potency, µM (titrated, usually from 76.6 µM), without a hit: at the highest dose growth rescue (activation), hits mostly activators. 390,000 tested, 0.24% active;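 further: potency means the concentration at half of the fitted maximal effect; plate controls were DMSO vehicle for no effect and reference control for full effect; nearly all actives have a fitted effect of over 55% in size; some results filed as inactive show a strong effect at the top dose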
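Toxicity suppression screen in FUS-yeast. Cells induced with 2% galactose, starting OD 0.005, treated 24hr at 30C with compounds at multiple final concentrations; growth by OD600.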
TDP-43 yeast inh – rescues yeast growth from TDP-43 toxicity. 410,000 tested, 1.8% active. TDP-43 expressing yeast growth rescue, BacTiter-Glo, 24 h. Potency, µM (highest dose often 46.1 µM), inactives show at the top dose growth rescue (activation), most hits filed as activators. AID 652104; further: potency means the concentration at half of the fitted maximal effect; % of control where 0% means no effect; nearly all actives have a fitted effect of over 50% in size
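In this qHTS, compounds that restore growth of yeast expressing TDP-43 appear as activators. Cells (OD600=0.02, galactose medium, raffinose-pregrown) are incubated with compound 24 hr at 30 deg C and growth is quantified by BacTiter-Glo.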
pAkt inh – Akt phosphorylation inhibition; Neuro2A IGF-stimulated pAkt S473 HTRF, 20 min; active compounds read low; AID 651550; activity change, % for hits at 50 µM; 360,000 tested, 0.32% active; in the data active means activity change below about -80%; inconclusive means mostly about -51% to -80%; further: on the % scale 0 is the no-effect control and ±100 the full control effect
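Neuro2A cells (4,500/well, DMEM with 0.5% FBS) were treated with compound at a single 50 µM final concentration, stimulated with 6 nM IGF for 20 min at 37 °C, and lysed. Phospho-Akt Ser473 was read by HTRF as 665/615 ratio ×10^4.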
Numbers without * were called inactive; i = inactive; ? = inconclusive; / = not tested or not shown; & = joins results of further samples; [ ] = dose if it differs, or a comment. Unless noted, the call rests on the fitted dose curve; in most records, active means well fitted curve in the direction sought with a large enough effect; inconclusive means small, poorly fitted or top-dose-only effect, or another doubt; inactive means no such curve, though single readings can be large; an effect the other way counts as inactive or inconclusive. These rows are one share of the data; count on the stated rates, not on these rows.

| SMILES | aSyn rescue | Abeta yeast res | Mm-Cpn inhibitor | FUS yeast rescue | PTHR1 agonist | GLP-1R inv ag | pAkt inh | HEK293 tox | TDP-43 yeast inh |
| --- | --- | --- | --- | --- | --- | --- | --- | --- | --- |
| Cc1cccc(OCC(=O)NC(Cc2c[nH]c3ccccc23)C(=O)O)c1C (stereo not drawn) | 7% | 1%&1% | 1% | 29%&-18% | -1%&-19% | -13%&4% | i | 14%&2% | -9%&17% |
| Cc1ccc(C(=O)C(OC(=O)CCC(=O)Nc2cccc(C)c2)c2ccccc2)cc1 (stereo not drawn) | 8% | 13% | 0% | 32% | -14%[57.5 µM] | -16% | i | -4% | -12% |
| O=C(Cc1ccc(F)cc1)NCCc1csc(-c2cccc(F)c2)n1 | / | -5% | / | -1% | i | ? | / | -5% | 11µM* |
| COc1cccc(-n2c(=O)c3c(C)c(C(=O)N(C)C)sc3n(CC(=O)NCC3CCCO3)c2=O)c1 (stereo not drawn) | -13% | 7% | 0% | 0% | -9% | -8% | i | 0% | 18% |
| OCCn1c(SC2CCCCC2)nc2ccccc21 | -1% | 10% | 1% | 6% | i | -17% | i | 1% | 13% |
| CC(NCCCOc1cccc2ccccc12)c1ccccc1 (stereo not drawn) | -2% | 9% | ? | 10% | -9% | 8.9µM* | i | ? | -5% |
| COc1cccc(NC(=O)CN(C)CC(=O)Nc2cccc(C(F)(F)F)c2)c1 | 3% | 10% | -1% | 13% | -8% | 7.1µM* | i | -12% | -12% |
| COc1ccc(-c2nnn(CCc3nn[nH]n3)n2)cc1 | 1% | 23% | / | 21% | i | 1% | i | 2% | -8% |
| COC(=O)[C@]1(Cc2ccccc2)N[C@H](CN(C)C(=O)c2ccccc2)[C@@H]2C(=O)N(C)C(=O)[C@@H]21 | 5% | -11% | -6% | -2% | i | 3% | i | 1% | 7% |
| CC1(C)CC(=O)C=C(C(=O)N2CCCC(C(=O)c3cccc(Cl)c3)C2)O1 (stereo not drawn) | 1% | 11% | 1% | 17% | -1% | -22%[7.66 µM] | i | 5%[7.66 µM] | 2% |
| S=C1NC2CCCCC2N1 (stereo not drawn) | -2% | -8% | -2% | 3% | i | 8%[7.66 µM] | i | 7%[7.66 µM] | 16%[9.22 µM] |
| Cc1ccc(NC(=S)N2CCN(S(=O)(=O)c3ccccc3)CC2)cc1C | 10% | 29% | 4% | -7% | i | 11% | i | -14% | 4% |
| Cc1cccc(Sc2nc(-c3ccccc3)ccc2C#N)c1 | 22% | 0% | 2% | 20% | 23%[57.5 µM] | 8% | i | 14% | -5% |
| O=C(Cc1cccs1)Nc1nnc(SCc2cccc3ccccc23)s1 | -3% | -5% | -6% | 33% | -35%[inhibitor] | 6% | i | 7% | -28% |
| O=C(CN1CCN(Cc2ccccc2)CC1)N/N=C/c1ccc(Br)s1 | 5% | 15% | 2% | 6% | -4% | ? | i | -26% | 5% |
| CCOc1ccc(S(=O)(=O)N2CCN(C(=S)NCc3ccccc3)CC2)cc1 | 2% | ? | 2% | 24% | i | ? | i | -14% | 22% |
| CCOCCn1c(=NC(=O)c2ccc(S(=O)(=O)N3CCOCC3)cc2)sc2cc(S(N)(=O)=O)ccc21 | 3% | -8% | -1% | -8% | -17% | 6% | i | -15% | 3% |
| CCC(C(=O)NC1CCCC1)N(C(=O)Cn1nnc(-c2ccc(C)o2)n1)c1cccc(O)c1 (stereo not drawn) | -4% | -1% | 1% | -5% | -20% | 0% | i | 4% | 1% |
| COC(=O)c1c(NC(=O)c2ccco2)sc2c1C(C(=O)OC)CC2 (stereo not drawn) | 1% | 15% | -24% | ? | i | 48%[activator] | i | 74% | -6% |
| C=CCOCCN(CC)CC | 3% | 0% | -5% | -3% | -8% | 4% | i | -9% | -8% |
| O=C(CC1CCCC1)N1CCN(S(=O)(=O)c2ccccc2)CC1 | 1% | -24% | -1% | -7% | -13% | -12% | i | 0% | -4% |
| CCC(CC)C(=O)Nc1cc(C)c2c(=O)oc3ccccc3c2n1 | -7% | 0% | 1% | 5% | -8% | 15% | i | 9% | ? |
| COc1cccc(NC(=O)n2ncc3c(C)cccc32)c1 | -26% | -27% | 2% | -8% | -35% | ? | i | -5% | ? |
| C=CCSc1nc(NC)c2sccc2n1 | -29% | -16% | 2% | 4% | -7% | 0% | i | -21% | 28% |
| Cc1ccnc(NC(=O)C2COc3ccccc3O2)c1 (stereo not drawn) | 18% | 7% | 0% | -17% | -37%[inhibitor] | 1% | i | -12% | 15% |
| CCc1c(C)sc(NC(NC(C)=O)(C(=O)OC)C(F)(F)F)c1C#N (stereo not drawn) | -2% | 7% | -1% | 13% | i | -14% | i | -1% | -16% |
| Cn1nnnc1SCCNC(=O)C1CCC(=O)N(Cc2ccc(Cl)cc2)C1 (stereo not drawn) | -6% | 3% | -4% | / | -46% | -8% | i | 0% | -20% |
| Cc1ccc(Nc2nc3ccccc3c(=O)s2)cc1C | 0% | ? | -3% | / | i | -41% | i | 7% | 5% |
| CCn1cc(S(=O)(=O)CC(=O)Nc2ccc(C)cc2)c2ccccc21 | -4% | 6% | 3% | 5% | i | 0% | i | -23% | 11% |
| O=C(NCc1ccncc1)c1cccc(NS(=O)(=O)c2ccc(F)c(F)c2)c1 | 9% | -7% | 0% | / | i | -12% | i | -26% | -7% |
| NC(=O)Cc1ccc(C(=O)CSc2nnc(-c3ccncc3)n2C2CC2)s1 | 4% | 12% | -2% | 31% | i | 17% | i | -2% | -6% |
| COc1cc(OC)c(NC(=O)CCc2nc(-c3ccc(C)cc3)no2)cc1Cl | -1% | -5% | 0% | -1% | -9% | -14% | i | -4% | -2% |
| CCCOc1ccc(N2C(=O)CC(NCCNc3ccc([N+](=O)[O-])cn3)C2=O)cc1 (stereo not drawn) | 1% | -72%[inhibitor] | 0% | 4% | -38%[inhibitor] | -14% | i | -22% | ? |
| CC(=O)c1ccc(S(=O)(=O)N2CCC(Oc3ccc(-n4cnnn4)cc3)CC2)cc1 | 3% | -8%&0% | 0% | 0%&0% | i | -12%&11% | i | 3%&8% | 14%&9% |
| COc1cccc(-c2csc(NC(C)=O)n2)c1 | -7% | 25% | 0% | -23% | i | 23% | i | 4% | ? |
| Cc1ccccc1OCC(=O)Nc1ccccc1C(=O)NC1CC1 | 1% | 2% | -6% | -5% | -6% | ? | i | 2% | -10% |
| Cn1c(=O)c2c(nc(CN3CCN(c4ccc(F)cc4)CC3)n2Cc2ccccc2F)n(C)c1=O | 2% | 0% | 0% | 26% | -2%[57.5 µM] | -11% | i | 3% | ? |
| COc1cc(/C=N/O)ccc1Oc1cnccn1 | 3% | 23% | 1% | 7% | i | 0% | i | ? | 11% |
| CC[C@]12c3[nH]c4cc(-c5ccco5)ccc4c3CCN1C(=O)[C@@H](CC(=O)NCCc1ccccn1)C[C@@H]2C(=O)N1CCN(C(=O)c2ccco2)CC1 | -4% | -13% | -2% | 36% | -39%[inhibitor] | 6% | i | 0% | 4% |
| N#Cc1c(-c2ccccc2)nc(SCc2cccc(C(F)(F)F)c2)[nH]c1=O | -9% | -8% | -28% | -24% | -20% | ? | i | ? | 0% |

Retrieved by structure from above, 4 records:
| SMILES | aSyn rescue | Abeta yeast res | Mm-Cpn inhibitor | FUS yeast rescue | PTHR1 agonist | GLP-1R inv ag | pAkt inh | HEK293 tox | TDP-43 yeast inh |
| --- | --- | --- | --- | --- | --- | --- | --- | --- | --- |
| Cc1ccccc1OCC(=O)Nc1ccccc1C(=O)NC1CC1 | 1% | 2% | -6% | -5% | -6% | ? | i | 2% | -10% |
| N#Cc1c(-c2ccccc2)nc(SCc2cccc(C(F)(F)F)c2)[nH]c1=O | -9% | -8% | -28% | -24% | -20% | ? | i | ? | 0% |
| COc1cccc(-c2csc(NC(C)=O)n2)c1 | -7% | 25% | 0% | -23% | i | 23% | i | 4% | ? |
| CC(=O)c1ccc(S(=O)(=O)N2CCC(Oc3ccc(-n4cnnn4)cc3)CC2)cc1 | 3% | -8%&0% | 0% | 0%&0% | i | -12%&11% | i | 3%&8% | 14%&9% |

Next compounds follow:
| SMILES | aSyn rescue | Abeta yeast res | Mm-Cpn inhibitor | FUS yeast rescue | PTHR1 agonist | GLP-1R inv ag | pAkt inh | HEK293 tox | TDP-43 yeast inh |
| --- | --- | --- | --- | --- | --- | --- | --- | --- | --- |
| Cc1cccc(C(=O)N[C@H](C(=O)Nc2nccs2)C(C)C)c1 | 5% | 12% | 2% | -13% | i | -27% | i | -8% | -3% |
| CCCCCCCC(=O)OCC(COC(=O)CCCCCCC)OC(=O)CCCCCCC | 2% | -2% | -1% | -26% | i | 9% | i | -13% | 11% |
| COc1cc(/C=N/NC(=O)c2cc(C34CC5CC(CC(C5)C3)C4)[nH]n2)ccc1O | 5% | 21% | 4% | 43% | -20% | -27% | i | -27% | 17% |
| Cc1cc(O)c(/C=N/c2ccccn2)c(=O)o1 | -1% | 3% | -5% | 24% | i | 0% | i | 68%[activator] | -8% |
| O=C(NCCCCCNC(=O)c1ccccn1)c1ccccn1 | -22% | -8% | 1% | -13% | -12% | 3% | i | 3% | -16% |
